Screening results (PubChem)
N370S GC mod: inhibits or activates N370S mutant glucocerebrosidase; N370S GC spleen homogenate, 4MU-glucoside fluorescence; 330,000 compounds, 0.092% hits; P04062; Potency, µM (titrated, usually from 59.4 µM), for inactives: top-dose activity change, negative = inhibition, hits mostly inhibitors; AID 2101;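 further: 0% = full enzyme activity and -100% = no enzyme basal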
KAT2A inh: blocks human GCN5L2 histone acetyltransferase; Q92830; GCN5L2 HAT assay, ThioGlo1 CoA-SH fluorescence; Potency, µM (top dose mostly 58.9 µM), for the others: top-dose activity change, negative = inhibition, most hits filed as inhibitors; 390,000 compounds, 0.21% hits
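GCN5L2 (20nM final) in 50mM HEPES, 0.1mM EDTA pH 7.5, 0.01% Tween-20 was preincubated 15 min at room temperature with compound, then given ThioGlo1 (50uM), H3(1-25) peptide (75uM) and acetyl-CoA (70uM); CoA-thiol fluorescence (Ex340/Em540) was read at 0 and 20 min.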
FEN1 inh: blocks human flap endonuclease 1 | Potency, µM (top dose mostly 114 µM), for inactives: at the top dose activity change, negative = inhibition, hits mostly inhibitors | P39748 | Recombinant FEN1 flap cleavage, fluorescence, 15 min | 390,000 compounds, 0.35% hits; further: nearly all actives have a fitted effect of over 65% in size
Target sequence (P39748 whole entry, looked up): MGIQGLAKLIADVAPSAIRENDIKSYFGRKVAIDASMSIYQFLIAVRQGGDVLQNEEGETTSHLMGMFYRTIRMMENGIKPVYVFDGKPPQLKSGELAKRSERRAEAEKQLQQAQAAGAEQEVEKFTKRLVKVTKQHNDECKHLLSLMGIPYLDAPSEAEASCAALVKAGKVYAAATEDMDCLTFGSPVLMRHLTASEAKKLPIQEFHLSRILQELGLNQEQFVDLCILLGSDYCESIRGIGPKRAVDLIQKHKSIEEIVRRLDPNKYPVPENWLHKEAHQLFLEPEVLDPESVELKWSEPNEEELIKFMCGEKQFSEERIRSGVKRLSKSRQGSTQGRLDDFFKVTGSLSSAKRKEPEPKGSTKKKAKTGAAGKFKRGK
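Reaction started by adding substrate (50 nM final) to 10 nM enzyme after 15 min room-temperature compound preincubation. Reads at 0 and 15 min, with data normalized and fitted to a four-parameter Hill equation.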
* = called active by the depositor; u = inconclusive; x = no result given; & = joins results of further samples; [ ] = dose if it differs, or a comment. The call rests on the fitted dose curve; in most records, active means well fitted curve in the direction sought with a large enough effect; inconclusive means small, poorly fitted or top-dose-only effect, or another doubt; inactive means no such curve, though single readings can be large; an effect the other way counts as inactive or inconclusive. Unless noted, on the % scale 0 is the no-effect control and ±100 the full control effect; potency means the concentration at half of the fitted maximal effect.

SMILES | N370S GC mod | KAT2A inh | FEN1 inh
CC(C)C[C@H](NC(=O)CNC(=O)[C@H](C)NC(=O)[C@H](CC(C)C)NC(=O)[C@H](CCCNC(=N)N)NC(=O)[C@H](Cc1cnc[nH]1)NC(=O)[C@@H](NC(=O)[C@@H](N)C(C)C)[C@@H](C)O)C(=O)N[C@@H](CC(C)C)C(=O)N[C@@H](CO)C(=O)N[C@@H](CCCNC(=N)N)C(=O)N[C@@H](CO)C(=O)NCC(=O)NCC(=O)N[C@H](C(=O)N[C@H](C(=O)N[C@@H](CCCCN)C(=O)N[C@@H](CC(N)=O)C(=O)N[C@@H](CC(N)=O)C(=O)N[C@@H](Cc1ccccc1)C(=O)N[C@H](C(=O)N1CCC[C@H]1C(=O)N[C@H](C(=O)N[C@@H](CC(N)=O)C(=O)N[C@H](C(=O)NCC(=O)N[C@@H](CO)C(=O)N[C@@H](CCCCN)C(=O)N[C@@H](C)C(=O)N[C@@H](Cc1ccccc1)C(N)=O)C(C)C)[C@@H](C)O)C(C)C)C(C)C)C(C)C | -2% | -6% | x
CCCc1cc(=O)oc2cc(OCC(=O)NCc3ccccn3)ccc12 | 23% | 2% | 1%
Cn1c(=O)[nH]c(=O)c2c1nc(Sc1ccccc1)n2CCc1ccccc1 | 3% | -3% | 20%
Cc1ccc2nc(Nc3nc(CSc4nnnn4-c4ccccc4)cc(=O)[nH]3)nc(C)c2c1 | 2%[12.8 µM] | -4% | -3%
Cc1cccc(Oc2nc3c(c(=O)n(C)c(=O)n3C)n2C)c1 | 4% | -2%&-3% | 0%&4%
COc1ccc(NC(=O)CSc2nncs2)cc1S(N)(=O)=O | -2% | -8% | -4%
COc1ccc(N=c2oc3c(OC)cccc3cc2C(=O)NCc2ccco2)c(OC)c1 | -5% | 2% | -14%
NS(=O)(=O)c1ccc(CCNC(=O)CSc2nc3ccccc3c3nc(CCN4CCCCC4)nn23)cc1 | -5% | -7% | 5%
Cn1cnc(S(=O)(=O)N2CCN(C(c3ccc(F)cc3)c3ccc(F)cc3)CC2)c1 | -21% | -6% | 0%
Cc1cc(N2CCN(c3cccc(C(F)(F)F)c3)CC2)n2nc(C)nc2n1 | -4% | -8% | -3%
COc1ccc(NC(=O)COC(=O)c2ccc(-n3cnnn3)cc2)cc1Cl | -5% | 1% | -3%
O=C(CN1CCN(S(=O)(=O)c2ccccc2[N+](=O)[O-])CC1)Nc1ccc(N2CCOCC2)cc1 | 1% | -14% | -6%
CCOc1ccc(CN(C)CC(=O)Nc2cc(C)c(C)cc2[N+](=O)[O-])cc1 | 20% | -13% | -4%
Cc1ccc2c(c1)N(Cc1cccc(Cl)c1)C(=O)c1cccnc1O2 | 24% | -6% | 0%
CCN(C1CCCCC1)S(=O)(=O)c1ccc(S(=O)(=O)N2CCN(CCC#N)CC2)cc1 | 1% | -4% | 15%
CC(C)(C)n1nnnc1C(c1cccs1)N1CCCC2(CCCCC2)C1 (centres undefined) | 11% | -4% | 2%
O=C(CC1C(=O)NCCN1Cc1ccccc1C(F)(F)F)NC1CCC1 (centres undefined) | -3% | -12% | 1%
Cc1cc(Nc2ccc(F)cc2F)n2nc(C)nc2n1 | 3% | -4% | 21%
O=C(COC(=O)[C@H](Cc1ccccc1)NC(=O)c1cccs1)NC1CCCCC1 | 4% | -3% | 1%
CCC(=O)Oc1oc(-c2ccccc2)nc1C=Nc1ccccc1OC | 23% | -5% | -3%
N#C/C(=C\c1ccco1)Sc1nc2ccccc2s1 | 27% | -17% | -18%
COc1ccc(-n2ncc3c(Nc4cccc(C)c4)ncnc32)cc1 | 2% | -17% | -6%
CCc1ccc(NC(=O)Cn2c(-c3cncs3)nc3ccccc32)cc1 | x | -8% | -3%
CC(C)(C)c1ccc(C(=O)NCCC(=O)Nc2ccc3c(c2)OCCO3)cc1 | -1% | -5% | 2%
COc1cccc(NC(=O)CCc2nc3c(C)nn(-c4ccc(C)cc4)c3n(C)c2=O)c1 | x | 6% | 9%

The list continues:
SMILES | N370S GC mod | KAT2A inh | FEN1 inh
Cc1ccc2c(c1)N(CC(=O)Nc1c(C)cccc1C)C(=O)c1cccnc1O2 | -2% | 2% | -3%
c1ccc(CN2CCCC3(CCCN(Cc4nc(CC5CC5)no4)C3)C2)cc1 (centres undefined) | -1% | -23% | 5%
CC1CC(C)CN(S(=O)(=O)c2ccc3c(c2)CCN3C(=O)C2CC2)C1 (centres undefined) | -27% | -10% | 2%
COc1ccc2c(c1)c1c(c(=O)n(-c3ccccc3C)c(=O)n1CC(=O)Nc1c(C)cccc1C)n2C | x | -1% | -2%
O=C(O)CCSCCC(=O)O | 7% | -5% | -1%
C/C(N)=C(/C#N)C(=O)CSc1nnc(COc2cc(C)ccc2C)o1 | 4% | -3% | -4%
CCCn1cc(CN2CCC(Oc3ccc(C(=O)N4CCCC4)cc3)CC2)c(C)n1 | 1% | -11% | -7%
COc1ccc(-c2cc(C(=O)Nc3cccc(S(=O)(=O)NCc4ccco4)c3)c3ccccc3n2)cc1OC | 6% | -11% | -13%
CN(C)C(=O)CCc1ccc2c3c([nH]c2c1)[C@]1(CCc2ccccc2)[C@@H](C(=O)N2CCCCC2)C[C@H](CC(=O)NCc2cccc(C(F)(F)F)c2)C(=O)N1CC3 | x | -2% | 2%
CC(C)C[C@H](NC(=O)c1[nH]cnc1C(=O)N[C@@H](C)c1ccccc1)C(=O)OC(C)(C)C | 17% | -9% | -21%
Cc1ccc(N2C(=O)[C@@H]3C(C(=O)C(c4ccccc4)c4ccccc4)=NN[C@@H]3C2=O)cc1 | u | 5% | -14%
COCCn1c(Br)nc2c1c(=O)n(C)c(=O)n2C | 0% | 0% | 17%
O=C(Nc1ccc(F)cc1)c1cc2c(s1)CCCC2 | u | -5% | 1%
C=C[C@H](CC(C)C)N(Cc1ccccc1)S(=O)(=O)N(Cc1ccccc1)[C@@H](C=C)CC(C)C | x | -1% | -3%&-14%
CCC(C)NS(=O)(=O)c1ccc(OCC(=O)Nc2ccc(F)cc2F)cc1 (centres undefined) | 2% | -4% | -8%
CC1CC(C(F)F)n2nc(C(=O)O)cc2N1 (centres undefined) | 3% | -2% | -2%
Cc1ccc(NC(=O)CC(NCCN2CCOCC2)C(=O)O)cc1Cl (centres undefined) | -12% | -1% | 9%
COc1ccc(Oc2ncc3nc(-c4cc(F)cc(F)c4)c(=O)n(C[C@H]4CCCO4)c3n2)cc1 | 25% | -17% | x
COc1ccc2nc(SCC(=O)NC(C)c3ccccc3)[nH]c2c1 (centres undefined) | x | -1% | 18%
COc1ccc(Br)cc1C(=O)Nc1ccc2oc(-c3cccnc3)nc2c1 | x | 2% | 2%
COc1ccccc1N1CCN(C(=O)c2ccc(CSc3ccccc3)cc2)CC1 | -1% | -10% | u
COc1ccc(Cl)cc1S(=O)(=O)N1CCC(C(=O)NCc2ccccn2)CC1 | -4% | 3% | 0%
O=C(CC1C(=O)NCCN1Cc1ccccc1)NCCCOc1cccnc1 (centres undefined) | -8% | -26% | -2%
CCOc1ccc(C(=O)Nc2ccc3nc(N4CCN(CC)CC4)cc(C)c3c2)cc1 | -27% | 0% | -14%
CC1Nc2ncnc(N3CCN(c4ccccc4)CC3)c2N(Cc2ccc(Cl)cc2)C1=O (centres undefined) | -3% | -4% | -10%

Further compounds follow:
SMILES | N370S GC mod | KAT2A inh | FEN1 inh
O=C1OCC/C1=C\c1ccccc1O | 16% | 0% | 2%
Cc1cc(C)n2ncc(C(=O)NCc3ccc(Cl)cc3)c2n1 | x | -1% | 1%
CC1=NN(C(=O)Cn2nc([N+](=O)[O-])c(Br)c2C)C(O)(C(F)(F)F)C1 (centres undefined) | -21% | 0% | -4%
CCOC(=O)C1=C(N)Oc2cc(O)ccc2C1c1ccc(C)cc1 (centres undefined) | -5% | -5% | -9%
CC(C)Oc1ccc(CCc2n[nH]c(=S)n2Cc2ccccc2)cc1 | 4% | -18% | -24%
CCOC(=O)C1CCCCN1Cc1cccc(C(F)(F)F)c1 (centres undefined) | 5% | -4% | 6%
Cc1nnc(SCC(=O)NC2CCCc3c2cnn3-c2ccc(F)cc2F)o1 (centres undefined) | 5% | u | 5%
Cc1cccc(NC(=O)c2ccc3oc(=O)c(S(=O)(=O)c4ccc(F)cc4)cc3c2)c1C | x | -1% | 1%
COc1cccc(-c2nc(N3CCCC3)c3ccccc3n2)c1O | -14% | 1% | 2%
O=C(Oc1ccccc1)N1CCC2(CC1)CN(c1ccccc1)C2 | 6% | 5% | x
C=CCSc1nc(C)cc2c1C(=O)OC2 | -4% | -8% | -10%
O=C(CSc1ccc(-c2ccco2)nn1)N1CCCCC1 | 6% | -27% | 8%
O=C(Cn1nnc(-c2ccccc2F)n1)OCC(=O)c1ccccc1 | 14% | -7% | -3%
Cc1ccc(S(=O)(=O)N2CCCC2C(=O)Nc2cc(C)on2)cc1 (centres undefined) | 5% | 0% | 2%
O=C1CC(NC(=O)C(F)(F)F)=NN1c1ccccc1 | -7% | 1% | -20%
CC(C)CCNC(=O)CO/N=C/c1ccccc1OC(F)F | -1% | 3% | -1%
Cn1cccc1C(=O)N1CCC2(CCN(C(=O)Nc3ccccc3)CC2)CC1 | 0% | 6% | x
COc1ccc(OC)c(S(=O)(=O)N2CCC(C(=O)Nc3cccc(C)c3)CC2)c1 | 3% | -10% | 0%
COc1cccc(/C=c2\s/c(=C\C(=O)C(C)(C)C)[nH]c2=O)c1 | -3% | -10% | 0%
Cc1cn2c(-c3cccnc3)nnc2s1 | 5% | -6% | -14%
COc1cccc(-c2csc(N3CCN(C(=O)C4CCCCC4)CC3)n2)c1 | 9% | 2% | -14%
COc1ccccc1OC(=O)c1cc(Cl)nc2ccccc12 | 8% | 3% | -20%
CCOc1ccc(NC(=O)NNC(=O)c2ccc(Cl)cc2Cl)cc1 | -4% | -2% | -6%
O=C(NCc1ccccc1Br)C1CCCN(C(=O)N2CCOc3ccccc32)C1 (centres undefined) | x | -7% | -3%
Cc1cccc(Nc2c(-c3ccsc3)nc3nc(C)cc(C)n23)c1 | x | -6% | -3%
COc1ccccc1CNc1nc(-c2ccc(C(=O)N(C)C)cc2)nc2ccccc12 | -21% | -20% | x
CCOc1ccc(-c2cn3c(n2)sc2cc(C(=O)NC4CCCc5ccccc54)ccc23)cc1 (centres undefined) | x | -13% | -2%
Cc1oc2cc3oc(=O)c(CCC(=O)NCc4ccccn4)c(C)c3cc2c1C | -6% | -6% | -3%
CCCCCCCCCCCCC[N+](C)(C)Cc1ccccc1 | u | 8% | x
CC(C)OC(=O)c1cccc(C(=O)O)n1 | 12% | 2% | 1%

3 compounds already listed, arranged by the number in N370S GC mod, smallest number first.
| Molecule | N370S GC mod | KAT2A inh |
| --- | --- | --- |
| C=CCSc1nc(C)cc2c1C(=O)OC2 | -4% | -8% |
| COc1ccc(OC)c(S(=O)(=O)N2CCC(C(=O)Nc3cccc(C)c3)CC2)c1 | 3% | -10% |
| O=C(CSc1ccc(-c2ccco2)nn1)N1CCCCC1 | 6% | -27% |

Filtered by structure, those above containing an aryl thioether with sulfur outside any ring (eleven)
SMILES | N370S GC mod | KAT2A inh | FEN1 inh
Cn1c(=O)[nH]c(=O)c2c1nc(Sc1ccccc1)n2CCc1ccccc1 | 3% | -3% | 20%
Cc1ccc2nc(Nc3nc(CSc4nnnn4-c4ccccc4)cc(=O)[nH]3)nc(C)c2c1 | 2%[12.8 µM] | -4% | -3%
COc1ccc(NC(=O)CSc2nncs2)cc1S(N)(=O)=O | -2% | -8% | -4%
NS(=O)(=O)c1ccc(CCNC(=O)CSc2nc3ccccc3c3nc(CCN4CCCCC4)nn23)cc1 | -5% | -7% | 5%
N#C/C(=C\c1ccco1)Sc1nc2ccccc2s1 | 27% | -17% | -18%
C/C(N)=C(/C#N)C(=O)CSc1nnc(COc2cc(C)ccc2C)o1 | 4% | -3% | -4%
COc1ccc2nc(SCC(=O)NC(C)c3ccccc3)[nH]c2c1 (centres undefined) | x | -1% | 18%
COc1ccccc1N1CCN(C(=O)c2ccc(CSc3ccccc3)cc2)CC1 | -1% | -10% | u
Cc1nnc(SCC(=O)NC2CCCc3c2cnn3-c2ccc(F)cc2F)o1 (centres undefined) | 5% | u | 5%
C=CCSc1nc(C)cc2c1C(=O)OC2 | -4% | -8% | -10%
O=C(CSc1ccc(-c2ccco2)nn1)N1CCCCC1 | 6% | -27% | 8%
